Screening results as filed in PubChem BioAssay.
EPAC2 antagonist = blocks human EPAC2 exchange factor; Q8WZA2; EPAC2 GEF exchange of Rap1B-BODIPY-GDP, fluorescence; Potency, µM (highest dose often 114 µM), for inactives: top-dose activity, negative = inhibition, usual class: inhibitors; actives 0.18% (n = 360,000); AID 720708; note: % is set by controls: 0 for no effect and ±100 for the full control effect; nearly all actives have a fitted effect of over 45% in size; many of its hits are not listed in these tables
EPAC1 ag = EPAC1 (human) agonism; actives 0.073% (n = 360,000); EPAC1 agonist qHTS, biochemical assay; response scale: 100% = response to 6.5 mM cAMP; Potency, µM (top dose mostly 154 µM), for inactives: at the top dose activation, most hits filed as activators; O95398; AID 720707; note: nearly all actives have a fitted effect of over 60% in size
Target sequence (O95398 whole entry, looked up): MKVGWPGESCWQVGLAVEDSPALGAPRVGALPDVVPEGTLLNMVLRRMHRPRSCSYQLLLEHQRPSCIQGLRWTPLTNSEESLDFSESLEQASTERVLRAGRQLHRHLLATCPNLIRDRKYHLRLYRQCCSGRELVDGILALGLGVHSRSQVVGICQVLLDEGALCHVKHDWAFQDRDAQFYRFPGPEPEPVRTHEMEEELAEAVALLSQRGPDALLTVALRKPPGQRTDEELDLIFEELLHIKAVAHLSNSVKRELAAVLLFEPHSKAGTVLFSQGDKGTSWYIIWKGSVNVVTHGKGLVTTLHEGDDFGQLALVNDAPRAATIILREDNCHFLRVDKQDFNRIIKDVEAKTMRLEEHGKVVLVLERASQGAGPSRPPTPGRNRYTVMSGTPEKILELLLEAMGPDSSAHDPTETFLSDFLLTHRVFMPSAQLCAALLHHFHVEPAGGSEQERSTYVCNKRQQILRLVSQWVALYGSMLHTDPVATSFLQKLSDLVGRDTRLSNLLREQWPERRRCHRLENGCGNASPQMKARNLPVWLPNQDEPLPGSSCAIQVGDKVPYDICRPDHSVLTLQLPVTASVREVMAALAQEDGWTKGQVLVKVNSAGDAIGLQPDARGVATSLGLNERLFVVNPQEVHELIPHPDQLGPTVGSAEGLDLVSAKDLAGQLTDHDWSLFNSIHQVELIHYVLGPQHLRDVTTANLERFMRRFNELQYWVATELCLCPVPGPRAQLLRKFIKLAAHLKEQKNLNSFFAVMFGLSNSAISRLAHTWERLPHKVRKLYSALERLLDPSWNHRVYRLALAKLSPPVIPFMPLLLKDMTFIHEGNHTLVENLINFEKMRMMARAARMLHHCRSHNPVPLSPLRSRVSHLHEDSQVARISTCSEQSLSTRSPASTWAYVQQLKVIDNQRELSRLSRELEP
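Read-out is the fluorescence drop as BODIPY-GDP leaves Rap1B (480 nm excitation, 540 nm emission), recorded every 5 minutes over 30 minutes. Reactions held 100 nM EPAC1, 250 nM Rap1B–BODIPY-GDP and 50 uM GDP, with 6.5 mM cAMP setting full activation.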
PTHR1 ag = agonists of human PTHR1 parathyroid hormone receptor. Q03431. HEK293 GP2 PTHR1 cells, GloSensor cAMP luminescence, 1 h. Potency, µM (doses to about 115 µM), for the others: at the highest dose activation, usual class: activators. actives 0.075% (n = 410,000). AID 743266; note: nearly all actives have a fitted effect of over 55% in size; some results filed as inactive show a strong effect at the top dose; inactives centre near -15; many of its hits are not listed in these tables
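HEK-293-derived GP2 cells expressing PTHR1 and a GloSensor cAMP reporter, 3,000/well, plated overnight, given luciferin plus IBMX (each 0.5 mM as added) for 1 h at 37 °C, then compound for 1 h at 37 °C. Luminescence was read after 15 min at room temperature.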
aSyn rescue = inhibitors of alpha-synuclein toxicity in yeast | Potency, µM (top dose mostly 46.1 µM), for the others: at the highest dose growth rescue (activation), actives largely listed as activators | AID 652106 | Yeast expressing alpha-synuclein, growth rescue, BacTiter-Glo, 24 h | actives 0.14% (n = 370,000); note: % of control where 0% means no effect; nearly all actives have a fitted effect of over 65% in size
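Galactose-induced alpha-syn yeast (OD600=0.02, raffinose-pregrown) + pinned cpd, 24 hr, 30 deg C; growth by BacTiter-Glo luminescence. Growth restoration scores as activation.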
FUS suppressor = rescues growth of FUS-expressing yeast; S. cerevisiae FUS-expressing, growth rescue, OD600, 24 h; Potency, µM (titrated, usually from 76.6 µM), for the others: at the top dose growth rescue (activation), usual class: activators; actives 0.24% (n = 390,000);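 note: plate controls were DMSO vehicle for no effect and reference control for full effect; nearly all actives have a fitted effect of over 55% in size; some results filed as inactive show a strong effect at the top dose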
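Absorbance at 600 nm, taken 24hr after compound addition, measured rescue of FUS-yeast growth at 30C. Induction used 2% galactose with seeding at OD 0.005. Controls: CP55940 from 92uM final, DMSO only.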
EPAC1 antagonist = blocks human EPAC1 exchange factor; O95398; EPAC1 GEF assay, Rap1b-BODIPY-GDP exchange fluorescence; Potency, µM (titrated, usually from 115 µM), for the others: at the highest dose activity change, negative = inhibition, usual class: inhibitors; actives 0.14% (n = 360,000);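 note: plate controls were vehicle for no effect and positive control for full effect; nearly all actives have a fitted effect of over 50% in size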
EPAC2 ag = activates human EPAC2 exchange factor; Potency, µM (titrated, usually from 154 µM), inactives show at the highest dose activation, usual class: activators; actives 0.079% (n = 360,000); AID 720711; EPAC2 activation, biochemical qHTS; response scale: 100% = 6.5 mM cAMP response; note: nearly all actives have a fitted effect of over 50% in size
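Fluorescence exchange assay: 100 nM EPAC2 with 250 nM RAP1B-BODIPY-GDP and 50 uM GDP; compounds tested as a concentration-titration series (qHTS). Loss of Rap1-bound BODIPY-GDP fluorescence read at 480/540 nm; data normalized to 6.5 mM cAMP.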
TDP43 rescue = TDP-43 toxicity inhibition in yeast; Potency, µM (series often up to 46.1 µM), without a hit: at the top dose growth rescue (activation), most hits filed as activators; TDP-43 expressing yeast growth rescue, BacTiter-Glo, 24 h; actives 1.8% (n = 410,000); note: % of control where 0% means no effect; nearly all actives have a fitted effect of over 50% in size
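In this qHTS, compounds that restore growth of yeast expressing TDP-43 appear as activators. Cells (OD600=0.02, galactose medium, raffinose-pregrown) are incubated with compound 24 hr at 30 deg C and growth is quantified by BacTiter-Glo.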
Numbers without * were called inactive; i = inactive; ? = inconclusive; · = not tested or not shown; [ ] = remark or other dose. Calls come from the whole dose curve; as a rule, active = well fitted curve in the direction sought with a large enough effect; inconclusive = small, poorly fitted or top-dose-only effect, or another doubt; inactive = no such curve, though single readings can be large; an effect the other way counts as inactive or inconclusive. Potency is the fitted concentration of half-maximal effect. Not all compounds are listed. The share of hits here may be higher or lower than overall.

smiles	EPAC2 antagonist	EPAC1 ag	PTHR1 ag	aSyn rescue	FUS suppressor	EPAC1 antagonist	EPAC2 ag	TDP43 rescue
CC1=NN(Cc2ccccc2)C(=O)/C1=C\c1ccc(N(C)C)cc1	-8.4%	-6.4%	?	0.2%	-9.4%	-14.1%	-0.4%[15.6 µM]	4.7%
Cc1cccc(CN2CCN(C(=O)CN(C)C(C)C(=O)Nc3ccc(C(N)=O)cc3)CC2)c1 (stereo not drawn)	12.5%	1.9%	i	-2.7%	-2.0%	-8.5%	-0.3%	-9.2%
CCCSc1nnc(-c2c[nH]c3ccccc23)n1C	-3.9%	-10.6%	-16.2%	-1.0%	-15.3%	-4.5%	0.4%	21.2%
O=C(CSc1nc2cc(Cl)ccc2s1)N1CCN(C(=O)c2ccco2)CC1	-8.3%	1.2%	-23.1%[57.5 µM]	14.1%	21.1%	-2.1%	4.9%	?
Cc1cccc([C@@H]2[C@@H]3C(=O)N(Cc4ccccc4)C(=O)[C@@H]3[C@]3(C)C(=O)N(c4cccc(Cl)c4)C(=O)N23)c1	4.4%	-0.9%	-38.1%[inhibitor]	11.8%	?	-6.2%	1.8%	?
COc1cccc(-c2cccc(-c3nc(C(=O)Nc4ccc(-c5ccccc5)cc4)cc4c3[C@H](CCO)N(S(=O)C(C)(C)C)C4)c2)c1 (stereo partly drawn)	5.1%	10.4%	-13.3%	-14.6%	28.2µM*	-0.1%	-3.8%	0.0%
O=C(Cc1cccs1)NCc1cccc(Br)c1	1.8%	-2.1%	i	-1.0%	-27.7%	10.5%	17.4%	5.0%
CCc1ccc2oc(-c3ccc(OC)cc3)cc(=Nc3cccc(C(=O)O)c3)c2c1	?	-3.1%	-47.9%[inhibitor]	-2.6%	28.1%	-10.9%	-4.2%	12.2%
O=[n+]1c2c(n([O-])c3cc(F)c(F)cc31)CCCC2	-5.6%	14.1%	i	12.3%	?	-21.2%	-8.7%	5.6%
COc1ccc(C2(C(=O)Nc3nncs3)CCCC2)cc1	6.5%	5.3%	17.9%[57.5 µM]	2.5%	10.4%	9.8%	7.8%	-14.9%
Cc1nc2ccc(S(=O)(=O)N(C)CC(=O)NCc3ccc4c(c3)OCO4)cc2s1	-0.7%	5.5%	-11.1%[57.5 µM]	-1.7%	-5.7%	3.7%	1.2%	-8.6%
CC(C)CC(NC(=O)C1CCC(=O)N1C(=O)OCc1ccccc1)C(=O)NC(Cc1ccccc1)C(N)=O (stereo not drawn)	2.3%	-6.2%	i	-1.7%	21.4%	14.2%	-16.8%	-5.1%
CCc1ccc2c(c1)c1nnc(NN)nc1n2CC	8.1%	-9.5%	i	-2.6%	·	5.1%	-8.6%	17.1%
CCOC(=O)C1CCN(c2cc(=O)n(-c3ccccc3Cl)c(=O)[nH]2)CC1	12.6%	-3.6%	i	6.2%	-10.8%	14.0%	-0.9%	0.0%
CCC(C(=O)N1CCN(c2cccc(Cl)c2)CC1)c1ccccc1 (stereo not drawn)	-1.4%	8.3%	-11.5%[57.5 µM]	1.4%	15.5%	-4.8%	-1.3%	13.5%
CN1CCN(C(=O)C2=C[C@H](c3csc4ccccc34)C[C@H](OCc3ccc(CO)cc3)O2)CC1	-13.4%	3.2%	-24.3%	0.3%	16.9%	-5.3%	8.6%	-0.8%
Cc1ccc(S(=O)(=O)N2CCC(C(=O)N3CCC[C@H]3C(=O)NCc3ccccc3)CC2)cc1	1.5%	-0.6%	i	-0.7%	14.2%	-2.5%	-9.1%	26.2%
Cc1c(NC(=O)C(C)N2C(=O)NC3(CCC(C)CC3)C2=O)c(=O)n(-c2ccccc2)n1C (stereo not drawn)	20.6%	-6.2%	i	0.6%	-2.1%	-1.5%	-2.9%	-36.8%[inhibitor]
CCOC(=O)c1ccc(NC(=O)c2cccnc2)cc1	0.4%	8.3%	i	-3.4%	12.0%	-23.0%	4.4%	21.4%
CCN(c1ccccc1)S(=O)(=O)c1ccc(OC)c(NC(=O)C2=NN(c3ccccc3)C(=O)CC2)c1	3.8%	12.2%	-12.6%	3.2%	16.0%	-26.5%	-9.4%	-32.8%

Next part, starting with the last two of the part before.
smiles	EPAC2 antagonist	EPAC1 ag	PTHR1 ag	aSyn rescue	FUS suppressor	EPAC1 antagonist	EPAC2 ag	TDP43 rescue
CCOC(=O)c1ccc(NC(=O)c2cccnc2)cc1	0.4%	8.3%	i	-3.4%	12.0%	-23.0%	4.4%	21.4%
CCN(c1ccccc1)S(=O)(=O)c1ccc(OC)c(NC(=O)C2=NN(c3ccccc3)C(=O)CC2)c1	3.8%	12.2%	-12.6%	3.2%	16.0%	-26.5%	-9.4%	-32.8%
CCOc1cc(CN2CCOCC2)cc(C(C)=O)c1	17.7%	9.3%	-2.4%[57.5 µM]	-10.9%	-12.2%	10.6%	3.8%	-12.9%
Cc1ccc(C)c(-c2nn(-c3cc(N4CCN(CCO)CC4)ccc3[N+](=O)[O-])c(=O)c3ccccc23)c1	-17.9%	4.1%	-9.4%	7.3%	·	-25.2%	-8.3%	22.3%
COc1ccc(-c2ccc(C(C)=O)cc2)cc1[C@H]1[C@H]2C=CC[C@@H](C)[C@@H]2C(=O)N1Cc1ccccc1	-16.4%	8.4%	i	-8.3%	11.3%	9.8%	2.4%	-1.3%
CCCCN1C(=O)c2ccc(C(=O)NC3=NCCS3)cc2C1=O	-7.8%	13.7%	-24.0%	-6.0%	10.0%	-3.5%	7.2%	23.5%
CC1(C(=O)NCc2ccco2)Cc2c(-c3cccc(C(N)=O)c3)ccnc2O1 (stereo not drawn)	-5.4%	7.2%	-0.7%	0.6%	-8.0%	3.6%	6.7%	0.0%
COc1ccc(N(C)S(=O)(=O)c2cccc(C(=O)NCC(c3cccs3)N(C)C)c2)cc1 (stereo not drawn)	-3.1%	-2.6%	-0.6%	8.8%	-9.1%	9.3%	0.4%	5.0%
Cc1cc(C)cc(C(=O)Nc2c3c(nn2-c2ccccc2C)CS(=O)(=O)C3)c1	·	·	-28.8%	-2.8%	5.7%	·	·	-18.3%
O=C(NCc1ccncc1)c1cn(-c2ccccc2)nc1-c1cccnc1	-3.3%	-5.5%	-8.0%	-3.1%	-6.2%	7.9%	-2.3%	2.0%
Cc1ccc(S(=O)(=O)NC(=O)Nc2cccc([N+](=O)[O-])c2)cc1	12.1%	10.7%	i	-15.3%	-29.1%	13.4%	8.7%	-8.9%
CCc1c(C(=O)OC)nnc2cc(C)nn12	21.2%	0.4%	i	-0.4%	9.7%	10.6%	5.9%	0.6%
COc1ccccc1Nc1c([N+](=O)[O-])cc(C)cc1[N+](=O)[O-]	-13.4%[57.1 µM]	8.9%	-2.7%	-2.1%	-12.0%	-4.1%	3.8%	3.4%
CCN(CC)S(=O)(=O)c1ccc(/C=C/C(=O)OCC(=O)Nc2cccnc2Cl)cc1	8.0%	-2.8%	-38.7%	5.6%[1.84 µM]	24.9%	1.5%	-7.1%	0.0%
C[C@@H]1CN([C@@H](C)CO)C(=O)c2cc(NC(=O)C3CC3)ccc2O[C@@H]1CN(C)C(=O)NC1CCCCC1	-7.0%	-9.0%	i	1.4%	6.2%	6.7%	-4.8%	10.7%
O=C(NC1CCCC1)C(c1ccsc1)N(C(=O)Cc1cccs1)c1ccc(F)cc1 (stereo not drawn)	5.5%	-4.2%	i	-1.8%	-0.1%	8.1%	6.6%	-15.0%
O=C(NN=C1CCCCC1)c1ccccc1-n1cccc1	1.2%	14.0%	-15.7%	3.2%	2.2%	16.3%	4.0%	9.3%
COc1ccc(Cc2nnc(N)s2)cc1	1.2%	5.8%	-1.5%	-5.3%	8.0%	-1.7%	6.4%	?
CN(CC(=O)Nc1ccc(S(=O)(=O)N2CCCC2)cc1)CC(=O)Nc1ccc(F)c(F)c1F	-3.6%	-2.4%	-8.3%	-6.6%	8.7%	-4.7%	1.8%	15.2%
O=[N+]([O-])c1cccc2ncccc12	3.6%	-1.0%	-9.1%	1.7%	-10.3%	-4.2%	3.0%	2.4%
CS(=O)(=O)Nc1cccc(C2=NN(S(=O)(=O)c3ccc(F)cc3)C(c3cccs3)C2)c1 (stereo not drawn)	3.7%	5.6%	i	-4.2%	?	-21.7%	-0.4%	-18.4%
COc1ccc(C(=O)NCCc2nnc(SCC(=O)Nc3ccc(Br)cc3)n2C)cc1	2.4%	0.6%	-18.2%	7.1%	22.3%	-0.6%	2.8%	-10.5%

(next part)
smiles	EPAC2 antagonist	EPAC1 ag	PTHR1 ag	aSyn rescue	FUS suppressor	EPAC1 antagonist	EPAC2 ag	TDP43 rescue
Cn1cc(Br)c(C(=O)NNC(=O)Cc2ccc(Cl)cc2)n1	-7.5%	-5.9%	i	0.5%	-19.8%	-4.0%	-2.8%	-6.0%
CCCCC1CN2CCc3c([nH]c4ccccc34)C2(C)C1 (stereo not drawn)	8.5%	-0.6%	i	5.7%	13.7%	5.0%	7.6%	9.7%
C=C(C)Cn1c(-c2cccs2)n[nH]c1=S	10.9%	-4.9%	i	-13.0%	-0.4%	-8.6%	6.5%	15.5%
CN(C(=O)COC(=O)c1ccccc1Cc1ccccc1)C1CCS(=O)(=O)C1 (stereo not drawn)	5.0%	1.1%	-6.0%	-1.3%	-2.4%	-23.5%	2.6%	-9.6%
O=C(NCc1cccc(C(F)(F)F)c1)C1CCCN(c2cnccn2)C1 (stereo not drawn)	6.6%	-1.9%	i	-2.5%	32.6%	27.6%	11.3%	6.9%
O=C(Nc1cccnc1Cl)c1cccc(S(=O)(=O)N2CCOCC2)c1	7.1%	-2.0%	-8.9%	1.0%	17.5%	3.7%	9.1%	9.8%
Cc1ccc(SCCC(=O)NNC(=O)c2ccccc2F)cc1	0.4%	1.5%	-12.0%	11.3%	-18.1%	-1.3%	-1.5%	8.4%
CC(Oc1ccccc1)C(=O)NNC(=O)c1ccccn1 (stereo not drawn)	8.5%	-1.8%	8.7%	22.4%	·	-1.6%	-1.1%	?
CCOC(=O)C1(CCc2ccccc2)CCN(C(=O)CN2C(=O)CSC2=O)CC1	-28.7%	-1.3%	-5.4%	8.7%	24.7%	?	4.6%	-6.6%
COc1ccc(-n2c(=O)c(CCC(=O)N3CCC(C)CC3)nc3ccccc32)cc1	6.7%	-2.2%	-35.8%[inhibitor]	17.3%	?	-8.4%	-1.5%	19.3%
